Screening results from PubChem BioAssay.
TDP2 inh: blocks human TDP2 phosphodiesterase activity. O95551. recombinant TDP2, T5PNP hydrolysis, p-nitrophenol absorbance 415 nm. AID 720702. inhibition, % at 12.8 µM. 370,000 tested, 0.34% active;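 active means inhibition above the mean of all tested compounds plus 3 SD, set per campaign, cut at about 25% in these data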;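 further: 0% = DMSO with enzyme and 100% = buffer with substrate but no TDP2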
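Assay system: Recombinant human TDP2 | Quantity: 120 nM TDP2 per well | Incubation: 2 h at 37 °C | Signal: Epi absorbance | Evaluation: Percent inhibition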
DDE Tn7 FP inh: DD(E)-Tn7 binding inhibition, primary FP screen. P02675. FP displacement of FITC-Tn7 peptide from fibrin DD(E); 0% = median of compound wells per plate. inhibition, % at 8.3 µM. 370,000 tested, 0.13% active. AID 720508;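 active means inhibition above the mean of compounds falling within the control limits plus 3 SD of them, cut at about 14% in these data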;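 further: 0% = plate median of compound wells and 100% = 10 µM Aha-Tn7 peptide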
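Assay system: Fibrin-DD(E) protein isolated from polymerized human fibrin clots; read-out basis: percent inhibition; medium: Tris/NaCl/CaCl2 buffer, pH 7.8; signal: FP measurement; incubation: 10 min plus 3 h, room temperature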
UHRF1 MBD2 ctr: human UHRF1 methylated DNA binding inhibitors | UHRF1 binding to methylated oligo, TR-FRET | 370,000 tested, 0.75% active | inhibition, % at 4.4 µM; in the data active means inhibition above about 21%;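 further: UHRF1 SRA domain binding a hemimethylated CpG hairpin DNA probe; 0% = median of test compound wells and 100% = reference inhibitor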
mABHD4 FP: inhibitors of mouse ABHD4; Q8VD66; purified mABHD4, FP-Rh probe fluorescence polarization; inhibition, % at 8.92 µM; 370,000 tested, 0.54% active;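 active means inhibition exceeding the mean over every tested compound plus 3 SD, cut at about 30% in these data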;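 further: 0% = plate median of compound wells and 100% = S159A mutant with DMSO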
Target sequence (Q8VD66 whole entry, looked up): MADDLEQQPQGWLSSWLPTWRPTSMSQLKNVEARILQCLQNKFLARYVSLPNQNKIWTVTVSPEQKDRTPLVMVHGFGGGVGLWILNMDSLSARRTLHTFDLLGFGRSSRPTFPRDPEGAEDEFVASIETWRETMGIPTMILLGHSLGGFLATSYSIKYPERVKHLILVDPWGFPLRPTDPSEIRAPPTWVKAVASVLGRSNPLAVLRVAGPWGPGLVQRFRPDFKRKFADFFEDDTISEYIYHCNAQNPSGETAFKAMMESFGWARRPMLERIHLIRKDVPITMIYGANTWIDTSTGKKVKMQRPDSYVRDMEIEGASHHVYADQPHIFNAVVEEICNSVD
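system = mouse ABHD4 enzyme, wild type | medium = HEPES pH 7.0, NaCl, Pluronic buffer | also added = FP-Rh probe | incubation = Enzyme–compound pre-incubation 45 min, then probe 60 min, both 25 °C | technique = fluorescence polarization, excitation 525 nm, emission 598 nm, BODIPY TMR filters | controls = S159A mutant high control, sample median low control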
TCR-CD3 inh: human TCR-CD3 binding inhibition; inhibition, % at 9.4 µM; TAMRA-labeled TCR probe fluorescence, biochemical; 360,000 tested, 0.37% active; in the data active means inhibition above about 19%;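 further: recombinant mutant TCR 2C K166C tagged with TAMRA read by polarization; 0% = receptor in buffer alone and 100% = receptor with positive control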
LEDGF integ inh: blocks HIV-1 LEDGF/p75-dependent DNA integration; TR-FRET IN-LEDGF/p75 DNA integration, Eu/Cy5; inhibition, % at 3.7 µM; 370,000 tested, 0.64% active;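 active means inhibition above the screen-wide mean plus 3 SD, cut at about 13% in these data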;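 further: signal is the Cy5 over europium emission ratio at 671 and 618 nm; 0% = plate median of compound wells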
HTRA1 inh: inhibitors of human serine peptidase HTRA1. Q92743. recombinant HTRA1, FP-rhodamine activity-based probe, fluorescence polarization. inhibition, % at 5.96 µM. 340,000 tested, 0.5% active. AID 504803; in the data active means inhibition above about 36%;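 further: 0% = enzyme with DMSO and 100% = wells lacking enzyme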
PRMT1 inh: blocks human protein arginine methyltransferase 1; AID 652257; recombinant PRMT1, activity-based probe fluorescence polarization; inhibition, % at 2.79 µM; 370,000 tested, 1.3% active;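 active means inhibition above about 21% made by adding two undisclosed values, limit read from the data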
PG9 binder: binds the HIV-1 gp120 antibody PG9 | TR-FRET gp120-PG9 antibody binding | inhibition, % at 6.7 µM | 360,000 tested, 0.43% active; in the data active means inhibition above about 8.5%
SIAE inh: blocks human sialic acid acetylesterase; Q9HAT2; SIAE FP-Rh probe binding, fluorescence polarization; inhibition, % at 9.66 µM; 370,000 tested, 0.69% active; AID 1053197;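 active means inhibition above a cutoff: mean of compounds within the control limits plus 3 SD of those, cut at about 17% in these data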;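 further: 0% = plate median of compound wells and 100% = probe without SIAE protein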
Target sequence (Q9HAT2 whole entry, looked up): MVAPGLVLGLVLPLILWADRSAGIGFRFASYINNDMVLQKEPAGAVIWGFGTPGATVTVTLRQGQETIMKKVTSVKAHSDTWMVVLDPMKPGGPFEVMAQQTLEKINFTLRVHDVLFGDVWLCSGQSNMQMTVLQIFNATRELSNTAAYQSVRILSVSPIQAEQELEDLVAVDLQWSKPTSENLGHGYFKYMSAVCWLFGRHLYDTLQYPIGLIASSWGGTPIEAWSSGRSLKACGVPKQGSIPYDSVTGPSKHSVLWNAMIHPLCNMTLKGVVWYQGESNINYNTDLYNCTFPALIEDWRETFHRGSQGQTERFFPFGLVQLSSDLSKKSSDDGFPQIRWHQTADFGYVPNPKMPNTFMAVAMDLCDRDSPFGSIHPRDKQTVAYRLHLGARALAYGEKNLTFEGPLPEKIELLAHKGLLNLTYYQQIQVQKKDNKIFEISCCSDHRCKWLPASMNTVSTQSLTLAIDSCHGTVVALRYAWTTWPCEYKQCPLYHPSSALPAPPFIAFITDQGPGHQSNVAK
Starred values were filed as active, the others as inactive; x = no result given.

SMILES | TDP2 inh | DDE Tn7 FP inh | UHRF1 MBD2 ctr | mABHD4 FP | TCR-CD3 inh | LEDGF integ inh | HTRA1 inh | PRMT1 inh | PG9 binder | SIAE inh
COc1ccccc1C(=O)NCCC(=O)Nc1ncccc1C | -3 | 1 | -1 | 3 | -9 | -1 | -3 | 2 | 1.2 | 8
CCN(CC)CCCNC(=O)c1cc2c(-c3ccc(Cl)cc3)nn(C)c2s1 | 3 | 4 | -5 | 5 | 2 | 0 | -7 | -5 | -0.3 | -7
CCSc1nnc(SCC(=O)N2CCN(C(=O)c3ccco3)CC2)s1 | 8 | -2 | -1 | 2 | 7 | 2 | 4 | 0 | -2.2 | -7
CC(=O)Nc1ccc(NC(=O)CN2CCN(c3ccccn3)CC2)cc1 | -2 | -3 | 0 | 0 | 0 | -4 | 5 | -3 | -0.7 | -5
COc1ccc(Cl)cc1NC(=S)N1CCCC1 | 5 | 1 | -4 | 6 | -3 | 0 | -3 | -2 | -0.9 | 0
CN1CCN(CCP(=O)(c2ccccc2)c2ccccc2)CC1 | 7 | -3 | -1 | 0 | 6 | 1 | -2 | -4 | 0.3 | 2
O=C(C1CCCO1)N1CCN(C(=S)NC2CC2)CC1 (stereo not given) | 3 | -7 | 2 | 8 | -1 | -4 | -3 | -1 | 1.2 | 0
COc1cc(C2(c3ccc(O)c(OC)c3)C(=O)N(C)c3ccc(C)cc32)ccc1O | 0 | -6 | -1 | -8 | 7 | 2 | 6 | -4 | -3.1 | 4
Cc1cccc(C)c1NC(=O)C1NC(=O)CC1c1ccccc1 (stereo not given) | -2 | 2 | 0 | -1 | -4 | 0 | 12 | 1 | 0.1 | -8
CCn1cc(C2N3CC4(C)CN2CC(C)(C3)C4=O)c2ccccc21 (stereo not given) | 4 | -5 | 0 | -7 | 0 | -2 | 2 | -4 | -1.1 | -3
COc1cccc(CSc2nc3ccccc3[nH]2)c1 | -4 | -8 | 0 | -1 | 8 | 4 | -2 | -4 | -2.8 | 3
Cc1ccc(C(=O)NC(Cc2cccc(F)c2)C(=O)O)cc1 (stereo not given) | 8 | -7 | 2 | -3 | 1 | 0 | -3 | -4 | -1.6 | 4
CCn1cc(C(=O)NC2CCCCC2)c(=O)c2cc(S(=O)(=O)N(C)C)ccc21 | -5 | -2 | 0 | 5 | 1 | -2 | 5 | -4 | -1.5 | 4
O=C(Nc1ccon1)c1cccc(S(=O)(=O)N2CCCC2)c1 | -2 | 1 | 2 | 2 | 0 | 1 | 2 | 2 | -1.4 | 4
CC(C#N)(NC(=O)CN1CCN(S(=O)(=O)c2ccccc2Cl)CC1)C1CC1 (stereo not given) | -6 | -3 | 6 | 1 | -5 | 5 | 7 | -4 | -1.1 | -4
COc1ccccc1NC(=O)/C(=N/OCc1ccc(C#N)cc1)C(C)=O | -2 | -2 | 0 | 5 | 2 | 2 | x | -1 | 0.6 | 6
O=C(COC(=O)c1cc[n+]([O-])cc1)Nc1ccc([N+](=O)[O-])cc1Cl | 2 | 3 | -2 | 3 | -5 | -6 | 5 | 5 | 0.0 | -4
CCN1CCN(S(=O)(=O)c2ccc(C(=O)Nc3ccccc3)cc2)CC1 | 8 | -2 | -1 | 3 | -1 | -1 | 5 | 0 | -0.1 | 2
CS(=O)(=O)c1ccc(Cl)c(NC(=O)CN2C(=O)C3CCCCC3C2=O)c1 (stereo not given) | 4 | 3 | 2 | 4 | 4 | 1 | -3 | -1 | 1.1 | -9
Cc1ccc(/C=C/C(=O)c2nc3ccccc3[nH]2)cc1 | -1 | 3 | -1 | -19 | -6 | 0 | -52 | 1 | -0.2 | -7
O=C(COc1cc(F)ccc1[N+](=O)[O-])Nc1ccc2c(c1)OCO2 | -5 | -2 | -1 | 3 | -4 | -12 | 6 | 8 | 0.3 | 3
O=C(NCc1ccc(F)cc1)c1cnc(Cl)c(Cl)c1 | 7 | -6 | -1 | 4 | 8 | -2 | -6 | -4 | -1.8 | 1
COc1cc2c(cc1OC)C(c1ccccc1F)OC(=O)C2 (stereo not given) | 0 | -3 | -1 | 4 | 3 | 0 | 10 | 3 | -3.2 | 1
Fc1ccc(/C=C\c2nccc3c2[nH]c2ccccc23)cc1 | -10 | -11 | 1 | -7 | 1 | 4 | -49 | 1 | 1.6 | 1
O=C(CCNC(=O)c1ccc(Cl)cc1)Nc1c(F)c(F)cc(F)c1F | 8 | -3 | -2 | -1 | -1 | 5 | 3 | -4 | -2.8 | -3
CN(C(=O)c1cccc(NC(=O)Cc2ccc(NC(=O)C3CCCN(C(=O)C4CCCC4)C3)cc2)c1)C1CCCC1 (stereo not given) | -5 | -1 | -1 | 8 | -7 | 4 | -6 | -3 | 1.5 | 6
CCN(CCCNc1cc2c(c(N)c1S(=O)(=O)O)C(=O)c1ccccc1C2=O)c1ccccc1 | -8 | 9 | 19 | 102* | 3 | -2 | 86* | 23* | -21 | 33*
COc1ccc(N2C(=O)CSC2c2ccc(F)c(F)c2)cc1 (stereo not given) | -14 | 3 | 9 | 6 | -1 | -7 | 2 | -2 | -0.9 | -6
COc1ccc(-n2c(Cc3cccn3C)nnc2SCC(=O)NC2CCCCC2)cc1 | -5 | 0 | -2 | -9 | -4 | 0 | 3 | 8 | 0.0 | 0
Cc1nc2cc(CC(=O)O)ccc2o1 | -3 | -3 | -1 | 3 | 1 | -2 | -3 | 0 | -4.5 | -3
CCN(Cc1ccccc1)S(=O)(=O)c1ccc(C(=O)N(CCCN(C)C)c2nc3cc(C)cc(C)c3s2)cc1 | 3 | 1 | 2 | 21 | -2 | -1 | -28 | -1 | -2.1 | 9
CC(C)(C)NCC(O)COc1c(F)cc(Br)cc1F (stereo not given) | -4 | 1 | 0 | -3 | 4 | 0 | 1 | -3 | 0.0 | 5
O=c1[nH]c(=O)n(Cc2ccco2)c2c1C(C(F)(F)F)(C(F)(F)F)N=C(c1ccc(F)cc1)N2 | -6 | -4 | -1 | 4 | 1 | 1 | -7 | -2 | -2.3 | 5
CCCN1CCC(NC(=O)c2cccc(Oc3ccccc3)c2)CC1 | 11 | 2 | -1 | 0 | 4 | -2 | -3 | 1 | 1.4 | 1
CCN1C(=O)N(CC)C2C1N(C(C)=O)C(=O)N2C(C)=O (stereo not given) | -8 | -6 | -1 | -8 | 7 | -8 | 3 | -4 | 1.3 | -2
Cc1cccc(-c2nc(CN3CCN(C(=O)C4CCCO4)CC3)cs2)c1 (stereo not given) | 2 | 1 | 3 | 9 | -4 | 1 | -1 | -2 | -3.8 | -4
CC(C)C(C)NC(=O)CN1C(=O)NC2(CCc3ccccc3C2)C1=O (stereo not given) | -12 | 0 | 3 | -2 | -1 | 2 | 1 | -2 | -1.1 | 6
CCS(=O)(=O)c1ccc2c(c1)N(S(=O)(=O)c1ccc(C)cc1)CC(C(=O)O)O2 (stereo not given) | 3 | -6 | 1 | 5 | 0 | 2 | 1 | 2 | -0.7 | 7
COc1cccc(CNC(=O)Cc2nc3nc(C)cc(C)n3n2)c1 | 1 | -7 | 19 | -8 | 2 | 4 | 0 | 0 | 0.1 | 2
C[C@@H]1CCCCO[C@@H](CN(C)Cc2ccc3c(c2)OCO3)[C@@H](C)CN([C@H](C)CO)C(=O)c2cc(NS(=O)(=O)c3ccccc3)ccc2O1 | -7 | -8 | -2 | 8 | -6 | 12 | -15 | -2 | -0.3 | 0
O=C(CCCN1Cc2ccccc2C1)c1ccc(F)cc1 | 2 | 3 | 1 | 5 | 0 | -4 | -3 | 1 | 1.1 | -6
COC(=O)c1ccc(NC(=O)C(=O)c2cn(CC(=O)N3CCOCC3)c3ccccc23)cc1 | 2 | 2 | -2 | 2 | -3 | 6 | 3 | -3 | 0.0 | -2
CCOC(=O)Cn1c(=NC(=O)c2cc(-c3cccs3)nc3ccccc23)sc2cc(S(N)(=O)=O)ccc21 | 3 | 4 | -3 | -27 | 38* | 1 | -53 | -2 | 0.3 | -18
CC(NCC1COc2ccccc2O1)C1COc2ccccc2O1 (stereo not given) | 15 | 2 | 2 | 15 | -6 | -2 | -2 | 4 | -0.4 | -2
CC(OC(=O)c1cccc(-n2cnnn2)c1)C(=O)N(C)c1ccccc1 (stereo not given) | -10 | -3 | 0 | -5 | 15 | 2 | -1 | 0 | -1.2 | -6
O=C(NCc1ccccc1)c1ccc(Cl)cc1 | -8 | -2 | 0 | 1 | 5 | 5 | x | -4 | 0.0 | -5
COC(=O)c1ccccc1NC(=O)COC(=O)/C=C/c1ccco1 | -1 | 5 | 2 | -2 | -7 | -6 | -2 | 4 | -1.0 | 0
CCNS(=O)(=O)c1ccc2nc(NC(=O)/C=C/c3cc(OC)c(OC)c(OC)c3)sc2c1 | -1 | 5 | -2 | -7 | 0 | 4 | -8 | -3 | -0.9 | -32

Reprinted at random: 3 entries already listed.
SMILES | TDP2 inh | DDE Tn7 FP inh | UHRF1 MBD2 ctr | mABHD4 FP | TCR-CD3 inh | LEDGF integ inh | HTRA1 inh | PRMT1 inh | PG9 binder | SIAE inh
COc1ccc(-n2c(Cc3cccn3C)nnc2SCC(=O)NC2CCCCC2)cc1 | -5 | 0 | -2 | -9 | -4 | 0 | 3 | 8 | 0.0 | 0
CC(NCC1COc2ccccc2O1)C1COc2ccccc2O1 (stereo not given) | 15 | 2 | 2 | 15 | -6 | -2 | -2 | 4 | -0.4 | -2
O=C(NCc1ccccc1)c1ccc(Cl)cc1 | -8 | -2 | 0 | 1 | 5 | 5 | x | -4 | 0.0 | -5

2 neighbouring records from above, for reference:
SMILES | TDP2 inh | DDE Tn7 FP inh | UHRF1 MBD2 ctr | mABHD4 FP | TCR-CD3 inh | LEDGF integ inh | HTRA1 inh | PRMT1 inh | PG9 binder | SIAE inh
COC(=O)c1ccccc1NC(=O)COC(=O)/C=C/c1ccco1 | -1 | 5 | 2 | -2 | -7 | -6 | -2 | 4 | -1.0 | 0
CCNS(=O)(=O)c1ccc2nc(NC(=O)/C=C/c3cc(OC)c(OC)c(OC)c3)sc2c1 | -1 | 5 | -2 | -7 | 0 | 4 | -8 | -3 | -0.9 | -32

(cont.)
SMILES | TDP2 inh | DDE Tn7 FP inh | UHRF1 MBD2 ctr | mABHD4 FP | TCR-CD3 inh | LEDGF integ inh | HTRA1 inh | PRMT1 inh | PG9 binder | SIAE inh
O=C(c1ccc2ccccc2c1)C1CCCN(S(=O)(=O)c2cccnc2)C1 (stereo not given) | 2 | -3 | -1 | -6 | -2 | 8 | -19 | -1 | -2.7 | 7
O=C(O)CCCC(=O)Nc1ccccc1Br | 11 | 2 | 0 | 2 | 1 | 0 | 2 | 1 | 0.3 | -1
C[C@H](O)[C@@H]1CN2CCc3ccc(-c4ccc5c(c4)OCO5)cc3[C@@H]2C[C@@H]1N(C)C(=O)NC1CCCCC1 | -10 | 0 | -1 | 11 | 11 | -2 | x | -5 | 1.1 | 0
Oc1cnc2ccccc2c1CN1CCOCC1 | -11 | 2 | 2 | -2 | -5 | 0 | -1 | 2 | 0.4 | 0
Fc1ccc(/C=N/n2c(-c3cccs3)n[nH]c2=S)cc1 | -6 | -1 | -3 | 8 | -2 | -3 | 4 | 15 | 0.8 | 8
CCc1cccc2c(C(=O)COC(=O)[C@@H]3CC(O)CN3S(=O)(=O)c3ccccc3[N+](=O)[O-])c[nH]c12 (stereo not given in full) | -6 | 0 | -2 | -21 | 5 | -2 | -12 | -2 | 0.8 | -9
